Screening results deposited in PubChem by several laboratories.
NPY1 pot ag: NPY-Y1 receptor potentiators or agonists, primary screen, cell-based | Neuropeptide Y receptor type 1 (Homo sapiens), P25929 | NPY-Y1 expressing cells, potentiator/agonist activation | activation, % at 3.6 µM | 220,000 compounds, 0.37% hits | AID 1304, 2008; in the data active means activation above about 33%, passing the limit was not always enough;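 further: cells stimulated with NPY at EC10 then isoproterenol at EC100; 0% = low agonist plus stimulus and 100% = saturating agonist plus stimulus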
Target sequence (P25929 whole entry, looked up): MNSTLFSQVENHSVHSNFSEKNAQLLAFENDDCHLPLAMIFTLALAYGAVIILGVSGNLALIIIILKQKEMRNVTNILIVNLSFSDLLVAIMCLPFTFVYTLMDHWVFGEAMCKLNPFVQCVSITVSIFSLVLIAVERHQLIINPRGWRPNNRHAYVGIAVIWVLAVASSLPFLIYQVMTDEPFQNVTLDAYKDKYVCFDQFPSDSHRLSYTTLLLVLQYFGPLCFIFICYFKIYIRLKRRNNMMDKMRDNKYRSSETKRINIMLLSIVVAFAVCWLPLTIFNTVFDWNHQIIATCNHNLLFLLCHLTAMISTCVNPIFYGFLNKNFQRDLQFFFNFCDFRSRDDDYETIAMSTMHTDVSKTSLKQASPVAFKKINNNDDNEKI
CHOP inhibitor: inhibitors of CHOP promoter induction, primary screen, cell-based, unfolded protein response, luciferase reporter. CHO-K1 CHOP-promoter luciferase, tunicamycin-induced, 15-18 h. inhibition, % at 10 µM. 220,000 compounds, 3.8% hits. AID 2732, 2010;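 active means compounds that reduced the stress-induced luciferase reporter signal by more than about 70% of percent inhibition, limit read from the data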;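 further: 0% = tunicamycin plus vehicle and 100% = wells without tunicamycin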
PGE2 EP2 inh: human EP2 receptor antagonists, primary screen, TR-FRET cAMP, C6 glioma cells; 260,000 compounds, 0.52% hits; C6 glioma cells expressing human EP2; cells stimulated with saturating PGE2; inhibition, % at 25 µM;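 active means percent inhibition above 40 after rounding to a whole number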;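 further: rat C6 glioma host cells with rolipram phosphodiesterase inhibitor present; the protocol text gives 20 µM as final concentration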
Target sequence (P43116 whole entry, looked up): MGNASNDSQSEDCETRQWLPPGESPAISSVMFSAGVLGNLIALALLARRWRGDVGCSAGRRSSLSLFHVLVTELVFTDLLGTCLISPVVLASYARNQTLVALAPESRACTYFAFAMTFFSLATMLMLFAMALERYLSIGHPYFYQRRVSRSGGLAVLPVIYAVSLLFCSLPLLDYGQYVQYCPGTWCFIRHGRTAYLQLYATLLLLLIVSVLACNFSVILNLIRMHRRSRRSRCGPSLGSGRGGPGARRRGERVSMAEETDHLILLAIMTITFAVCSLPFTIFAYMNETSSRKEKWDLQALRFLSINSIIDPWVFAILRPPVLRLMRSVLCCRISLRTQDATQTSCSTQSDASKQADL
zfTRPN1 agonist: zebrafish TRPN1 channel agonists, primary screen, cell-based, HEK293, calcium fluorescence; HEK293 zebrafish TRPN1-YFP, Fluo-8 calcium fluorescence; 100% = response to 87 µM carbachol; 220,000 compounds, 0.18% hits; transient receptor potential cation channel N1 (TRPN1/NompC), Danio rerio; AID 1424, 2008; activation, % at 3 µM;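 active means activation above its plate's cutoff, the mean activation of test wells on that plate plus 3 SD, cut at about 19% in these data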;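 further: 0% = DMSO alone and 100% = 87 µM carbachol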
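Material: zebrafish TRPN1-YFP in HEK293 cells; Doses: single test compound dose, 3 µM nominal, 0.3% DMSO; Timing: dye loading 1 h at 37 °C, then 30 min room temperature; Technique: intracellular calcium fluorescence with Fluo-8; Benchmarks: high carbachol 87 µM, low DMSO alone.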
TRPML3 agonist: human TRPML3 channel agonists, primary screen, cell-based, HEK293 TRPML3-YFP, Fluo-8 calcium fluorescence, 3 µM; Mucolipin-3 (Homo sapiens), Q8TDD5; 100% = the carbachol control signal; activation, % at 3 µM; 220,000 compounds, 0.29% hits; AID 1448, 2008;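 active means activation above its plate's cutoff, the mean activation of the plate's test wells plus 3 SD, cut at about 12% in these data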;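 further: 0% = DMSO only wells and 100% = carbachol wells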
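Test system: HEK293 cells stably carrying human TRPML3-YFP; Doses: single dose, 3 µM final nominal compound, 0.3% DMSO final; Schedule: dye loading 1 h 37 °C then 30 min ambient, 125 s read; Technique: Fluo-8 calcium fluorescence; Benchmarks: high control carbachol 87 µM, low control DMSO.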
EP2 modulator: EP2 receptor modulators, cAMP readout, primary screen, cell-based, HTRF cAMP, PGE2 stimulation. 260,000 compounds, 0.83% hits. induction, % at 25 µM. EP2-expressing cells, cAMP HTRF FRET, PGE2 co-stimulation;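 active means compounds whose cAMP rise, as percent of the full-agonist control response, exceeds 60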;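 further: rat C6 glioma line stably carrying human EP2 under a CMV promoter; the protocol text gives 20 µM as final concentration; 100% = response of wells given 1 µM PGE2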
PPC-1+TRAIL kill: compounds killing PPC-1 cancer cells with TRAIL present, primary screen, TRAIL potentiator project, ATPLite luminescence, uHTS | PPC-1 cells + TRAIL, ATPLite viability luminescence | cell killing (% activity), % at 4 µM | 220,000 compounds, 0.41% hits | AID 1443, 2008;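 active means cell killing above 50% in the first pass at 4 µM, then a duplicate retest at 5 µM averaging 50% or more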;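 further: plate controls were cells with TRAIL plus DMSO for no effect and medium-only wells lacking cells for full effect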
NPY Y1 blocker: NPY-Y1 receptor antagonists, primary screen, cell-based. Neuropeptide Y receptor type 1 (Homo sapiens), P25929. HEK293-CNG Y1 cells, membrane potential fluorescence; NPY at EC95, then isoproterenol. inhibition, % at 3.6 µM. 200,000 compounds, 1% hits. AID 1040, 2008;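 active means inhibition above the campaign mean inhibition of all tested compounds plus 3 SD, cut at about 20% in these data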;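 further: 0% = DMSO wells given NPY plus isoproterenol and 100% = isoproterenol alone without NPY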
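Material: HEK293 Y1/CNG channel cell line; also added: NPY (25 nM), isoproterenol (1 µM), Ro 20-1724 (25 µM); doses: one concentration, 3.6 µM, in 0.4% DMSO; schedule: compound incubation 1 h at room temperature, readout 45 min post-stimulation; technique: membrane potential fluorescence; measure: fluorescence ratio normalized to % inhibition between controls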
14-3-3 Bad PPI: inhibitors of 14-3-3 zeta/Bad binding, primary screen, biochemical, TR-FRET, bovine 14-3-3 zeta; TR-FRET 14-3-3zeta/Dy647-pBad peptide displacement, 1 h; 14-3-3 protein zeta/delta (Bos taurus), P63103; 220,000 compounds, 0.71% hits; inhibition, % at 21.7 µM;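 active means inhibition above about 70%, limit read from the data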;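 further: 0% = full 14-3-3 plus peptide FRET controls and 100% = background without 14-3-3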
Target sequence (P63103 whole entry, looked up): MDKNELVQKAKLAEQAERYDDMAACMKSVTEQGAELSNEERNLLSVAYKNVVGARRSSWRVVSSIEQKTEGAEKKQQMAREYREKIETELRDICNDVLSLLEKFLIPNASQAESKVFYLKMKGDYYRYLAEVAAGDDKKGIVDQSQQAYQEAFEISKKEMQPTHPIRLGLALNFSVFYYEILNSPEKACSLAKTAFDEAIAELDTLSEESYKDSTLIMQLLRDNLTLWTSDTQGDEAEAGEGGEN
* = called active by the depositor; / = not tested or not shown; [ ] = another dose, or the depositor's remark. This is a subset, so the mix of outcomes need not match the whole.

Order of results – NPY1 pot ag, CHOP inhibitor, PGE2 EP2 inh, zfTRPN1 agonist, TRPML3 agonist, EP2 modulator, PPC-1+TRAIL kill, NPY Y1 blocker, 14-3-3 Bad PPI
COc1cc(NC(=O)c2cc3sccc3n2C)cc(OC)c1
  -10, 75*, 5, -0.7, 0.2, -42, -4, 5, -5
CCOc1ccc(CCNC(=O)COC(=O)c2cc(OC)c(OC)c(OC)c2)cc1OCC
  6, 8, 5, -0.2, -0.6, 43, 6, -5, -16
Cc1ccccc1NC(=O)CSc1nc(N2CCCCC2)nc(N2CCCCC2)n1
  2, 68, 10, 0.3, 0.7, -9, 12, -3, -1
CCn1c(NC(=O)c2cccs2)nc2ccccc21
  -34, 35, 9, -1.8, -1.4, 18, 2, -2, 7[fluorescence artefact?]
CCCN(CCC)CCNC(=O)C1c2ccccc2C(=O)N2CCc3ccccc3C12 (configuration not stated)
  -1, 1, 10, 0.6, 0.3, -1, 12, 8, -13
CCc1nc(-c2ccc(OC)c(OC)c2)cc2cc(OC)c(OC)cc12
  -17, 34, 6, -0.4, 0.5, 22, 16, -1, -11
COc1cc2c(cc1OC)C(c1cc3cc4c(cc3[nH]c1=O)OCO4)N(C(=O)C(C)C)CC2 (configuration not stated)
  -21, -22, 8, -0.3, 0.3, -3, 28, 12, -3
O=C(CN1CCN(S(=O)(=O)c2ccc(Br)cc2)CC1)Nc1ccc(F)cc1
  29, 33, 9, 1.0, -0.1, -18, -2, 0, 1
COC(=O)c1cc2c(ccn2-c2ccc(F)cc2)n1Cc1ccc(OC(C)=O)cc1
  -24, 28, 25, 0.4, 0.7, -63, 3, -1, -6
Cc1ccc(C2OC34CCCCCC3C(C#N)(C(=N)O4)C2(C#N)C#N)cc1 (configuration not stated)
  -9, 27, 3, 1.5, 0.7, 18, 12, -4, -9[fluorescence artefact?]
CCCC(C(=O)NCc1ccco1)N(C(=O)CNS(=O)(=O)c1ccc(Cl)cc1)C1CCCC1 (configuration not stated)
  4, 67, 8, -3.1, -0.6, 25, 4, -3, 2
CCC(C)NC(=O)c1ccc(C2SCC(=O)N2Cc2ccccc2)cc1 (configuration not stated)
  3, 21, 9, 2.8, 0.6, -20, 7, 3, 5
c1cncc(-c2nc(-c3ccco3)cs2)c1
  -23, -55, 13, 1.1, 0.6, 8, 24, -7, 73*
C/C=C(\C)C(=O)N1CC2(CC(c3cccc(NC(=O)CCCCC)c3)=NO2)C[C@@H]1C(N)=O (some centres not stated)
  /, -3, 7, /, /, 19, 14, /, -4
COCCN(C(=O)CSc1nc2nc(C)cc(C)n2n1)c1c(N)n(Cc2ccccc2)c(=O)[nH]c1=O
  -3, 17, 6, 0.5, 0.3, 15, -2, -1, 5
N#CCSCC(=O)Nc1ccc(Cl)cc1
  7, 17, 11, -0.6, 0.1, -24, 3, -5, -15
O=C(Cn1nnc(-c2ccccc2)n1)c1ccccc1
  6, 18, 6, 1.5, 0.5, 12, 0, -2, 8
CCOC(=O)CC(=O)CSc1nc(CC)c(C)cc1C#N
  -5, -3, 1, 0.2, 0.6, 20, 19, /, 3
CC1(C)CC(=O)C(C(C2=C(O)CC(C)(C)CC2=O)c2ccc(Br)s2)C(=O)C1 (configuration not stated)
  2, 25, 51*, 0.1, 0.8, -78, 0, 11, -12
Cc1cnc(C(=O)OCC(=O)Nc2ccc(C)c(S(=O)(=O)N3CCCCC3)c2)cn1
  -3, 8, 6, 0.6, 0.7, -10, 13, 5, 6
NC(=O)[C@@H]1CC2(CC(c3cccc(NC(=O)CC(c4ccccc4)c4ccccc4)c3)=NO2)CN1C(=O)c1ccc(Cl)cc1 (some centres not stated)
  /, 1, 12, /, /, 15, 24, /, -3
CCOC(=O)c1[nH]nc2c1C(=O)N(Cc1ccccc1)C2=O
  3, -9, 9, -0.8, 0.3, 5, -2, 8, 18
CSc1nc2ccc(NS(=O)(=O)c3ccc4c(c3)OCCO4)cc2s1
  11, 27, 10, 1.0, 1.1, -47, 8, -1, 3[fluorescence artefact?]
Cc1ncsc1CCSc1n[nH]c(=O)n1-c1ccccc1
  -17, 0, 6, -0.7, 0.0, 26, -6, 1, 5[fluorescence artefact?]
COc1cc(NC(=O)CN2C(=O)CN(C)C2=O)c(C)cc1[N+](=O)[O-]
  -11, 25, 7, 0.7, 0.8, 16, 14, -1, -9
COc1cccc(CN(C)C(=O)c2cc(COc3c(F)cccc3F)on2)c1
  -31, 4, 1, -1.3, -1.3, -30, 18, 12, 1
CCc1nnc(NC(=O)CCC(=O)NCCc2ccc(OC)c(OC)c2)s1
  -3, 15, 4, 0.3, 0.6, 15, 30, 6, -19[fluorescence artefact?]
CC1(C)CC(=O)C2=C(C1)N(Cc1cccnc1)C(=O)C2(NC(=O)c1cccnc1)C(F)(F)F (configuration not stated)
  10, -7, 10, 1.7, 0.7, 24, -14, 8, 23
O=C(C[n+]1ccc(C(=O)N/N=C/c2ccc(Cl)cc2Cl)cc1)c1ccccc1
  3, -3, 35, 0.2, -0.5, -2, -17, 5, 19[fluorescence artefact?]
Cc1oc(-c2cccs2)nc1CS(=O)CC(=O)NCCCN1CC(C)CC(C)C1 (configuration not stated)
  -6, 13, 6, -1.5, -0.2, -3, 15, 4, 1

(further entries)
Order of results – NPY1 pot ag, CHOP inhibitor, PGE2 EP2 inh, zfTRPN1 agonist, TRPML3 agonist, EP2 modulator, PPC-1+TRAIL kill, NPY Y1 blocker, 14-3-3 Bad PPI
CCCCN1C(=O)Nc2ccccc2S1(=O)=O
  7, -3, 5, -0.3, 0.8, 20, 15, -1, -4
CCOc1ccc(S(=O)(=O)N(C)c2ccc(OCC(=O)NCc3cccnc3)cc2)cc1
  3, 12, 5, 0.0, -0.1, -7, 29, 1, -3
COc1ccc(Cn2c(=O)[nH]c3cc(C(=O)NC4CCCC4)ccc3c2=O)cc1
  0, -28, 6, 0.5, 0.5, -4, 4, -3, 6
CCCCn1c(=O)n(CC(=O)Nc2ccc(C)c(Cl)c2)c(=O)c2c1ncn2Cc1ccco1
  10, 47, 16, -0.1, 0.9, -43, -10, 6, -15[fluorescence artefact?]
O=C(NCC1CCCO1)c1ccc(Cn2c(=S)[nH]c3ccccc3c2=O)cc1 (configuration not stated)
  -18, 12, 7, 1.7, 0.6, -21, 3, 7, 4
COc1cc(Cl)c(C)cc1NC(=O)CN(C)Cc1cccc(OC)c1OC
  -39, 28, 2, -1.6, 0.0, 9, 44, 18, 7
CCCn1c(SCCC(=O)O)nc2ccccc21
  -12, 13, 2, 0.2, 0.8, 14, 16, 12, -2
COc1ccccc1N1CCN(C(=O)CSc2nnc(NC(=O)C(C)C)s2)CC1
  10, 7, 3, 2.8, 0.6, 1, 10, 0, -8
Cc1nc2ccccn2c1C(=O)Nc1ccc2c(c1)OCCO2
  -1, 4, 11, 0.4, 0.9, -1, 27, -5, -10
CC(=O)Nc1ccc(S(=O)(=O)N2CCN(S(=O)(=O)N3CCCCC3)CC2)cc1
  -7, -4, 6, 1.7, 1.4, 11, -5, -4, 7
CCOC(=O)CCn1nc(-c2ccc(C)cc2)c2ccccc2c1=O
  7, 42, 12, -2.8, -1.1, 41, 12, 18, -11
O=C(O)c1ccccc1C(=O)N(Cc1ccccc1)Cc1ccccc1
  3, 15, 1, 0.5, 0.4, 38, 6, -3, -7[fluorescence artefact?]
COc1ccc(C2=NN(C3=NN=C(N)Cc4ncnn43)C(O)(C(F)(F)F)C2)cc1 (configuration not stated)
  -6, 4, 9, -0.6, 1.0, 5, 18, -2, -20
CCOC(=O)c1c(C(F)(F)C(F)(F)C(F)(F)C(F)(F)F)n[nH]c1C
  -9, 82*, 11, 1.4, 1.1, 26, -2, 5, 12
CC(C)OCCCNC(=O)c1cccc(NC(=O)c2ccccc2)c1
  -8, 16, 7, 1.3, 0.8, -13, 11, 7, -35[fluorescence artefact?]
CCCCNC(=S)Nc1ccc(F)cc1
  2, 16, 7, -0.5, 0.9, -4, -1, /, -2
Cc1ccc(NCc2n[nH]c(=S)n2-c2ccccc2)cc1
  -15, -3, 7, -1.1, 0.2, 15, 9, 0, -10
CC1Cc2ccccc2N1C(=O)CSc1ncccc1C(=O)O (configuration not stated)
  3, /, 8, 1.3, 0.3, /, 20, 4, /
O=C(Nc1ccccc1)NC1(C(=O)NCCCN2CCOCC2)CCCCC1
  -12, 15, 9, -0.3, 0.8, 14, 5, 2, -3
O=C1CC(Nc2ccc(N3CCOCC3)cc2)C(=O)N1c1ccccc1 (configuration not stated)
  5, -32, 9, 0.8, 0.7, -19, 12, 4, -2
CCN(CC)S(=O)(=O)c1ccc(-n2cnnn2)c(C)c1
  -11, -24, 6, 0.0, 0.9, 9, 5, 3, 20
CCN(CC)CCNc1ccnc2cc(Cl)ccc12
  -20, 22, 6, -0.2, 1.6, -9, 1, 9, 7

Molecules listed so far with an aryl thioether with sulfur outside any ring:
Order of results – NPY1 pot ag, CHOP inhibitor, PGE2 EP2 inh, zfTRPN1 agonist, TRPML3 agonist, EP2 modulator, PPC-1+TRAIL kill, NPY Y1 blocker, 14-3-3 Bad PPI
Cc1ccccc1NC(=O)CSc1nc(N2CCCCC2)nc(N2CCCCC2)n1
  2, 68, 10, 0.3, 0.7, -9, 12, -3, -1
COCCN(C(=O)CSc1nc2nc(C)cc(C)n2n1)c1c(N)n(Cc2ccccc2)c(=O)[nH]c1=O
  -3, 17, 6, 0.5, 0.3, 15, -2, -1, 5
CCOC(=O)CC(=O)CSc1nc(CC)c(C)cc1C#N
  -5, -3, 1, 0.2, 0.6, 20, 19, /, 3
CSc1nc2ccc(NS(=O)(=O)c3ccc4c(c3)OCCO4)cc2s1
  11, 27, 10, 1.0, 1.1, -47, 8, -1, 3[fluorescence artefact?]
Cc1ncsc1CCSc1n[nH]c(=O)n1-c1ccccc1
  -17, 0, 6, -0.7, 0.0, 26, -6, 1, 5[fluorescence artefact?]
CCCn1c(SCCC(=O)O)nc2ccccc21
  -12, 13, 2, 0.2, 0.8, 14, 16, 12, -2
COc1ccccc1N1CCN(C(=O)CSc2nnc(NC(=O)C(C)C)s2)CC1
  10, 7, 3, 2.8, 0.6, 1, 10, 0, -8
CC1Cc2ccccc2N1C(=O)CSc1ncccc1C(=O)O (configuration not stated)
  3, /, 8, 1.3, 0.3, /, 20, 4, /
